Bioassay records (PubChem BioAssay)
West Nile virus CPE: inhibition of WNV-induced cytopathic effect – cell-based, CPE readout (AID 1621); West Nile virus-infected cells, CPE inhibition; higher % means a stronger effect; one-dose CPE inhibition, % at 10 µM; IC50 in µM for titrated hits; 0.02% of 290,000 active; in the data active means a potency from the dose series; further: strong numbers were not always called active
NS5 inhibitors: flavivirus cap methylation enzyme inhibition – biochemical, confirmation dose response, primary screen (AID 588689) | Dengue-2 NS5 methyltransferase capping enzyme assay, biochemical; higher % means a stronger effect | inhibition, % at 25 µM, or IC50 in µM where a hit was titrated | 0.3% of 340,000 active; in the data active means a potency from the dose series
Yfh1-off respiration: mitochondrial function rescue without frataxin homolog – Friedreich's ataxia, plus single-dose screen, dose response (AID 1465). S. cerevisiae Yfh1-off respiration, WST-1 reduction, 72 h; higher fold induction means a stronger effect. one-dose fold induction at 50 µM; EC50 in µM for titrated hits. 0.074% of 220,000 active;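 active means fold induction of absorbance versus untreated yeast above a set limit, then at least 30% activation at any dose in follow-up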;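 further: activators that raise dye reduction in frataxin-depleted yeast; strong numbers were not always called active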
NS5 inhibitors pilot replicate: second read-out of NS5 inhibitors, no call of its own (marks repeat the call); inhibition, %; measured here: pilot screen replicate inhibition
* hit, by the source's call. These rows are one share of the data (hit frequency here may not be typical).

CCO[C@@H]1OC(C(=O)Nc2ccccc2)=C[C@H](C)[C@H]1CCCO was read as West Nile virus CPE 0.0%, NS5 inhibitors -18% and Yfh1-off respiration inactive.
`CC(/C=N\NC(=O)c1cccnc1)c1ccccc1` (stereo not given) gave West Nile virus CPE -0.9%, NS5 inhibitors -3% and Yfh1-off respiration inactive.
For O=C(Nc1ccc(OC(F)(F)C(F)F)c(NC(=O)c2ccc(F)cc2)c1)c1ccc(F)cc1 the results were West Nile virus CPE -0.1%, NS5 inhibitors -1% and Yfh1-off respiration inactive.
O=S1(=O)CCOC[C@H](Cc2ccccc2)N1Cc1cccc(Cl)c1 was read as West Nile virus CPE -0.3%, NS5 inhibitors -10% and Yfh1-off respiration inactive.
`OCC1OC(n2cnc3c(NCCc4ccccc4)ncnc32)C(O)C1O` (stereo not given) gave West Nile virus CPE -0.1%, NS5 inhibitors -3% and Yfh1-off respiration inactive.
For O=C(O)c1cn(-c2ccccc2)nc1-c1ccc(Cl)cc1 the results were West Nile virus CPE 1.4%, NS5 inhibitors -1% and Yfh1-off respiration inactive.
CC(C)(C)[C@H]1C=C(C(=O)NCc2ccccc2)O[C@@H](OCCCCO)C1 was read as West Nile virus CPE -0.4%, NS5 inhibitors -34% and Yfh1-off respiration inactive.
Cc1ccc(C(=O)C2C(c3ccc(-c4ccccc4[N+](=O)[O-])o3)NC(=O)NC2(O)C(F)(F)F)cc1 (stereo not given) was read as West Nile virus CPE 0.3%, NS5 inhibitors -5% and Yfh1-off respiration inactive.
For O=C(O)C[C@H]1c2cc(F)ccc2S(=O)(=O)N1C1CCCCC1 the results were West Nile virus CPE 0.3%, NS5 inhibitors 6% and Yfh1-off respiration inactive.
Screening CC1(c2nnc(-c3cccc(Cl)c3)o2)CC(c2ccc(F)cc2)=NO1 (stereo not given) returned West Nile virus CPE -0.4%, NS5 inhibitors -6% and Yfh1-off respiration inactive.
`N=C(N)SCCc1cccc(CCSC(=N)N)c1` gave West Nile virus CPE -0.3%, NS5 inhibitors 2% and Yfh1-off respiration inactive.
`O=C(/C=C/c1ccc(Cl)c([N+](=O)[O-])c1)NCc1cccnc1` gave West Nile virus CPE 0.2%, NS5 inhibitors -3% and Yfh1-off respiration inactive.

Taken from the results shown (three entries):
Screening CC1(c2nnc(-c3cccc(Cl)c3)o2)CC(c2ccc(F)cc2)=NO1 (stereo not given) returned West Nile virus CPE -0.4%, NS5 inhibitors -6% and Yfh1-off respiration inactive.
`N=C(N)SCCc1cccc(CCSC(=N)N)c1` gave West Nile virus CPE -0.3%, NS5 inhibitors 2% and Yfh1-off respiration inactive.
`O=C(/C=C/c1ccc(Cl)c([N+](=O)[O-])c1)NCc1cccnc1` gave West Nile virus CPE 0.2%, NS5 inhibitors -3% and Yfh1-off respiration inactive.

Next section
Cn1c(=O)oc2cc(S(=O)(=O)NCC3CCCO3)ccc21 (stereo not given) was read as West Nile virus CPE -0.4%, NS5 inhibitors -5%, Yfh1-off respiration inactive and NS5 inhibitors pilot replicate 1.5.
Screening O=C1[C@H]2[C@H](C=CC[C@H]2C(=O)N2CCOCC2)CCN1Cc1ccccc1 returned West Nile virus CPE 0.2%, NS5 inhibitors -1% and Yfh1-off respiration inactive.
For CCO[C@@H]1OC(C(N)=O)=C[C@H](C(C)(C)C)[C@H]1CCCO the results were West Nile virus CPE -0.2%, NS5 inhibitors -7% and Yfh1-off respiration inactive.
`C[C@H]1CCC[C@]2(O[C@@H](CCO)C[C@@H](O)[C@@H]2O)O1` gave West Nile virus CPE 1.0%, NS5 inhibitors -2% and Yfh1-off respiration inactive.
Screening COc1ccc(C2=NOC(C3(S(=O)(=O)c4ccccc4)CC(O)C3)C2)cc1 (stereo not given) returned West Nile virus CPE 1.3%, NS5 inhibitors -1% and Yfh1-off respiration inactive.
C=CCN(CC=C)Cc1c(O)ccc2c1oc(=O)c1ccccc12 was read as West Nile virus CPE 0.7%, NS5 inhibitors 15% and Yfh1-off respiration inactive.
For CC1CCN(CCC(=O)Nc2ccc(Br)cc2)CC1 the results were West Nile virus CPE -0.5%, NS5 inhibitors -4% and Yfh1-off respiration inactive.
For CCn1c(CSc2nc3ccccc3s2)nnc1SCC(=O)c1ccc2c(c1)OCCO2 the results were West Nile virus CPE 0.0%, NS5 inhibitors -2% and Yfh1-off respiration inactive.
For O=C1CC(c2ccccc2)Cc2nc(N3CCc4ccccc43)ncc21 (stereo not given) the results were West Nile virus CPE -0.1%, NS5 inhibitors -3% and Yfh1-off respiration inactive.
CC1(c2nnc(Cc3ccccc3)o2)CC(c2ccncc2)=NO1 (stereo not given) was read as West Nile virus CPE -0.4%, NS5 inhibitors -7% and Yfh1-off respiration inactive.
COCOc1ccc(C=O)cc1OCOC was read as West Nile virus CPE 0.7%, NS5 inhibitors 1% and Yfh1-off respiration inactive.
`O=C(c1c(F)c(F)c(F)c(F)c1F)N1CCc2ccccc21` gave West Nile virus CPE 0.9%, NS5 inhibitors -54% and Yfh1-off respiration inactive.
Screening CCN(CC)CCCN1C=C2C(=O)C(C)(OC(=O)CCC(=O)OC)C(=O)C(Br)=C2C=C1c1ccc(OC)cc1 (stereo not given) returned West Nile virus CPE -0.5%, NS5 inhibitors 9% and Yfh1-off respiration inactive.
CCOc1ccc(C2C(C(=O)NC)=C(C)Nc3nc4ccccc4n32)cc1OC (stereo not given) was read as West Nile virus CPE 0.4%, NS5 inhibitors -3% and Yfh1-off respiration inactive.
O=c1[nH]c(Nc2ccccc2Cl)cc2ccccc12 was read as West Nile virus CPE 0.9%, NS5 inhibitors -5% and Yfh1-off respiration inactive.
Screening CCOC(=O)N1CCc2c(sc(NC(C)=O)c2C(N)=O)C1 returned West Nile virus CPE -0.2%, NS5 inhibitors -6% and Yfh1-off respiration inactive.
`CC1(C)Cc2c(cnn2-c2ccccc2)C(=O)/C1=N\NC(=O)c1ccncc1` gave West Nile virus CPE -0.2%, NS5 inhibitors 1% and Yfh1-off respiration inactive.
For Cc1cc(C)c(NC(=O)CSc2nc3ccc(NC(=O)CSc4nnnn4Cc4ccccc4)cc3s2)c(C)c1 the results were West Nile virus CPE 0.1%, NS5 inhibitors 1% and Yfh1-off respiration inactive.
Screening COc1ccc([C@H]2/C=C\CN(S(C)(=O)=O)[C@@H](C)C(=O)N2Cc2ccc(F)cc2)cc1 returned West Nile virus CPE 0.3%, NS5 inhibitors -1% and Yfh1-off respiration inactive.
CC(C)=CCOc1ccc([C@@H]2COc3c(ccc4c3C=CC(C)(C)O4)C2)c(O)c1 was read as West Nile virus CPE -0.4%, NS5 inhibitors 1% and Yfh1-off respiration inactive.
For CC(C)CNC(=O)C(=O)NC1CCCC1 the results were West Nile virus CPE -0.4%, NS5 inhibitors -3% and Yfh1-off respiration inactive.
COc1cc(C(=O)O)c2c(c1C)OC(=O)c1c(C)cc(O)c(C=O)c1O2 was read as West Nile virus CPE -0.2%, NS5 inhibitors 1% and Yfh1-off respiration inactive.
For CCCC[C@@H]1CN=C(N)N1CCCC the results were West Nile virus CPE 0.1%, NS5 inhibitors 1% and Yfh1-off respiration inactive.
For CCOC(=O)c1oc2cc(O)cc(O)c2c(=O)c1OCc1ccccc1 the results were West Nile virus CPE 0.5%, NS5 inhibitors 8% and Yfh1-off respiration inactive.

Arranged by count of non-hydrogen atoms (highest first): 5 of the compounds above
Screening CCN(CC)CCCN1C=C2C(=O)C(C)(OC(=O)CCC(=O)OC)C(=O)C(Br)=C2C=C1c1ccc(OC)cc1 (stereo not given) returned West Nile virus CPE -0.5%, NS5 inhibitors 9% and Yfh1-off respiration inactive.
`CC1(C)Cc2c(cnn2-c2ccccc2)C(=O)/C1=N\NC(=O)c1ccncc1` gave West Nile virus CPE -0.2%, NS5 inhibitors 1% and Yfh1-off respiration inactive.
For CCOC(=O)c1oc2cc(O)cc(O)c2c(=O)c1OCc1ccccc1 the results were West Nile virus CPE 0.5%, NS5 inhibitors 8% and Yfh1-off respiration inactive.
Screening CCOC(=O)N1CCc2c(sc(NC(C)=O)c2C(N)=O)C1 returned West Nile virus CPE -0.2%, NS5 inhibitors -6% and Yfh1-off respiration inactive.
O=c1[nH]c(Nc2ccccc2Cl)cc2ccccc12 was read as West Nile virus CPE 0.9%, NS5 inhibitors -5% and Yfh1-off respiration inactive.

Additional records
Screening COc1ccc(N2CCN(C(=O)CSc3nnc4nc(C)cc(C)n34)CC2)cc1 returned West Nile virus CPE 0.5%, NS5 inhibitors -2% and Yfh1-off respiration inactive.
COCCNC(=O)CSc1nc2c(n1-c1ccccc1)CCCC2 was read as West Nile virus CPE -0.2%, NS5 inhibitors 0% and Yfh1-off respiration inactive.
COc1cc(OC)nc(NC(=O)CSc2nnc(-c3ccccc3)n2C2CCCCC2)n1 was read as West Nile virus CPE -0.1%, NS5 inhibitors 4% and Yfh1-off respiration inactive.
CCOC(=O)c1[nH]c(C)c(/C(O)=C2\C(=O)C(=O)N(CCCN(CC)CC)C2c2cccnc2)c1C (stereo not given) was read as West Nile virus CPE -0.2%, NS5 inhibitors 6% and Yfh1-off respiration inactive.
`COc1ccc(C2=CC(=O)CC(c3ccc(F)cc3)C2)cn1` (stereo not given) gave West Nile virus CPE -1.4%, NS5 inhibitors 2% and Yfh1-off respiration inactive.
Screening Cc1ccc(-c2cc(=O)[nH]c3ccccc23)cc1 returned West Nile virus CPE 1.0%, NS5 inhibitors 0% and Yfh1-off respiration inactive.
For CCCCN(Cc1cc2cc(OC)ccc2[nH]c1=O)C(=O)COc1ccccc1 the results were West Nile virus CPE -0.4%, NS5 inhibitors -3% and Yfh1-off respiration inactive.
N/C(=N\OC(=O)CCCN1C(=O)c2ccccc2C1=O)c1ccc(Br)cc1 was read as West Nile virus CPE -0.2%, NS5 inhibitors 3% and Yfh1-off respiration inactive.
For CCOC(=O)/C=C/c1ccc2c(c1)S(=O)(=O)N(c1cccc(OC)c1)[C@H]2CC(=O)OCC the results were West Nile virus CPE -0.6%, NS5 inhibitors -1% and Yfh1-off respiration inactive.
`Cc1cc(C)cc(NC(=O)CSCc2nc3c(nnn3Cc3ccc(F)cc3)c(=O)[nH]2)c1` gave West Nile virus CPE 0.4%, NS5 inhibitors -3% and Yfh1-off respiration inactive.
`COC(C[C@H](O)CC(=O)[C@@H](C)OCc1ccccc1)OC` gave West Nile virus CPE 0.3%, NS5 inhibitors -1% and Yfh1-off respiration inactive.
CCOC(=O)C[C@H]1c2ccc(C(F)(F)F)cc2S(=O)(=O)N1Cc1ccccc1 was read as West Nile virus CPE -0.4%, NS5 inhibitors -8% and Yfh1-off respiration inactive.
For Cc1ccc(-n2nnnc2Sc2nc([N+](=O)[O-])nn2C)c(C)c1 the results were West Nile virus CPE 1.9%, NS5 inhibitors 2% and Yfh1-off respiration inactive.
COCCn1c(=N)c(C(=O)NCCc2ccccc2)cc2c(=O)n3cccc(C)c3nc21 was read as West Nile virus CPE 0.0%, NS5 inhibitors 8% and Yfh1-off respiration inactive.
O[C@@H]([C@H](O)[C@H](O)CBr)[C@H](O)CBr was read as West Nile virus CPE 0.9%, NS5 inhibitors -4% and Yfh1-off respiration inactive.
COC(=O)/C=C/c1cc(F)ccc1S(=O)(=O)NC(C)(C)C was read as West Nile virus CPE 0.1%, NS5 inhibitors -3% and Yfh1-off respiration inactive.
`O=C1C=C(N2CCOCC2)CO1` gave West Nile virus CPE 0.0%, NS5 inhibitors 2% and Yfh1-off respiration inactive.
CCNC(=O)NC(=O)C(C)OC(=O)c1cccnc1SC (stereo not given) was read as West Nile virus CPE 0.0%, NS5 inhibitors 7% and Yfh1-off respiration inactive.
`CCCCC1CCCOC(C(=O)NCCNCCO)(C(F)(F)F)C1` (stereo not given) gave West Nile virus CPE 0.3%, NS5 inhibitors -5% and Yfh1-off respiration inactive.
For CC[N+](CC)(CC)CC(=O)Nc1c(C)cccc1C the results were West Nile virus CPE 0.4%, NS5 inhibitors 1% and Yfh1-off respiration inactive.
Screening O=C(CN1C(=O)c2ccccc2S1(=O)=O)N1CCN(c2cccc(Cl)c2)CC1 returned West Nile virus CPE 0.1%, NS5 inhibitors -10% and Yfh1-off respiration inactive.
